TRPC4 PAM – TRPC4 (mouse) allosteric potentiation; 310,000 tested, 0.42% active; B-score at 10 µM; HEK293 TRPC4beta/mu-opioid, DAMGO EC20, Fluo-4 Ca2+ flux; hits give high values;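 active = B-score of calcium response area above 5 SD of library B-scores, with initial fluorescence ratio within 5 SD of library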;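 also: B-score of integrated fluorescence ratio over time as area under calcium response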
MrgX1 agonist – agonists of human MrgX1 receptor. MrgX1-HEK293 cells, Fluo-4 calcium fluorescence, agonist mode; hits give high values. 310,000 tested, 0.44% active. Q96LB2. B-score at 10 µM;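 active = calcium response B-score plate-corrected fluorescence ratio at least 3 library SD, with starting fluorescence B-score inside 5 SD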
Target sequence (Q96LB2 whole entry, looked up): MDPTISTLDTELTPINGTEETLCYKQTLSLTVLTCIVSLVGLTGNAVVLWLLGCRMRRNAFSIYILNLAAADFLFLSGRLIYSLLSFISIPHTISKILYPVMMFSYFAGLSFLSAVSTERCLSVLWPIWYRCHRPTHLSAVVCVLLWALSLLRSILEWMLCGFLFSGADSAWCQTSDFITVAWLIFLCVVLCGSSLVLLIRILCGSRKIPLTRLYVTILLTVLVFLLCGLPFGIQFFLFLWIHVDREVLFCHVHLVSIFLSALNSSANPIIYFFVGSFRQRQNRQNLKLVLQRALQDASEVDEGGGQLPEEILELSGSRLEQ
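Assay system: stable human MrgX1 HEK293 cell line. Quantity: 15,000 cells per well. Schedule: cells plated overnight, dye loaded 0.5 h 37 °C, 0.5 h room temperature. Detection: Fluo-4 NW calcium-flux fluorescence, kinetic read. Read-out basis: peak-minus-minimum fluorescence over baseline, converted to B scores. Control set: positive and negative control wells on each plate.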
MrgX1 antagonist – antagonists of human MrgX1 receptor; MRGX1-HEK293 calcium flux, Fluo-4, BAM8-22 antagonism; hits give low values; 310,000 tested, 1.3% active; Q96LB2; B-score at 10 µM; AID 588676;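 active = calcium-response B-score plate-corrected more than 3 library SD below zero, starting fluorescence within 5 deviations, no agonist response on first addition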;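 also: peak minus trough fluorescence over baseline after final BAM8-22 challenge near maximal dose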
RGS4 inh – human RGS4 inhibition | B-score at 10 µM | 310,000 tested, 0.45% active | P49798 | HEK293 M3R/RGS4 inducible, Fluo-4 calcium flux; hits give high values; triggered by carbachol at its EC20 | AID 463165;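 active = B-score, a plate-corrected calcium signal, over three deviations above library mean, with baseline fluorescence within five deviations of library mean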;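 also: RGS4 expression induced by doxycycline in cells with stable M3 receptor; B-score is computed from the integrated fluorescence ratio over baseline after carbachol; higher B-score means a larger calcium signal and so more RGS4 inhibition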
Target sequence (P49798 whole entry, looked up): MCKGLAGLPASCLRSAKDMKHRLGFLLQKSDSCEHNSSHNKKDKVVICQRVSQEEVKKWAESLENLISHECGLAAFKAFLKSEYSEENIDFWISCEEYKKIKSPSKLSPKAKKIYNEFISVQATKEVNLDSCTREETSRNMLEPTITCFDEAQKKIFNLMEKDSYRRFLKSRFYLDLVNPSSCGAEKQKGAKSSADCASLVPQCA
TRPC6 inh – mouse TRPC6 channel inhibition; B-score at 10 µM; 310,000 tested, 1.1% active; Q61143; HEK293-TRPC6, membrane potential dye, ACh-evoked depolarization; hits give low values; AID 2553;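 active = B-score under library mean minus 3 SD, initial fluorescence not abnormally high, positive integrated signal ratio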;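 also: B-score derived from integrated fluorescence ratio over the kinetic read; more negative B-score means stronger inhibition of depolarization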
MrgX1 allo act – human MrgX1 positive allosteric modulation, primary screen | MrgX1-HEK293, Fluo-4 calcium flux, FDSS; hits give high values | B-score at 10 µM | 310,000 tested, 0.63% active;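 active = plate-corrected calcium response at least 3 library SD above typical, normal starting fluorescence, not activating the receptor alone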;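 also: compound read alongside a low EC10 to EC30 dose of BAM8-22 agonist; peak minus trough fluorescence over baseline measured at the second addition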
TRPC4 inh – TRPC4 (mouse) channel inhibition. Q9QUQ5. HEK293 TRPC4beta/mu-opioid, DAMGO-evoked Fluo4 calcium flux; hits give low values. B-score at 10 µM. 300,000 tested, 0.39% active;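 active = B-score over 3 SD under the library average, no early fluorescence shift, positive overall ratio signal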
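Test system – stable TRPC4beta/mu-opioid receptor HEK293 cells · Probe or stimulus – DAMGO, a submaximal dose followed by a maximal one · Dosing – one concentration per compound · Signal – Fluo4 calcium fluorescence by kinetic imaging, 5 s 1 Hz baseline · Evaluation – per-well B score of integrated baseline-normalized Fluo4 ratio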
TRPC4 agonist – TRPC4 (mouse) channel activation. Q9QUQ5. HEK293 TRPC4beta/mu-opioid, Fluo4 calcium fluorescence; hits give high values. B-score at 10 µM. 310,000 tested, 0.49% active;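 active = B-score above 5 SD of library B-scores, and initial fluorescence ratio not above library mean plus 5 SD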;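 also: positive B-score marks a calcium rise read as TRPC4 activation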
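System – HEK293 cells stably co-expressing mouse TRPC4beta and mu-opioid receptor · Signal – Fluo4 calcium-sensitive dye fluorescence, kinetic, 1 Hz baseline · Benchmarks – buffer (low) and maximal DAMGO (high) · Read-out – B score of integrated fluorescence ratio per well · Incubation – dye loading 45 min room temperature, 110 s kinetic read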
TMEM16A act – activators or potentiators of mouse TMEM16A chloride channel | HEK293 TMEM16A/YFP-H148Q/I152L, iodide quench fluorescence; hits give low values | B-score at 10 µM | 340,000 tested, 0.3% active;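 active = fluorescence-ratio B-score plate-corrected deviation score at least 3 library SD below zero, with starting fluorescence score within 5 deviations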;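 also: channel opened by trigger with iodide after compound preincubation; score built on the fluorescence ratio of max minus min over baseline; more negative score means more quench and so TMEM16A activation or potentiation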
TMEM16A inh – inhibitors of mouse TMEM16A calcium-activated chloride channel; 310,000 tested, 1.2% active; HEK293 TMEM16A/YFP iodide influx fluorescence, ionomycin; AID 588511; Q8BHY3; normalized B-score (activity score, 25-100; higher = stronger inhibition) at 10 µM;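 active = ratio plate-corrected score three or more library SD toward inhibition, starting fluorescence score within five deviations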;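 also: score derived from kinetic fluorescence span divided by baseline fluorescence per well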
TRPC6 act – activators of mouse TRPC6 channel. HEK293-TRPC6 membrane potential dye fluorescence; hits give high values. Q61143. B-score at 10 µM. 310,000 tested, 0.13% active;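 active = B-score of the integrated fluorescence ratio above library mean plus 3 SD, and starting fluorescence ratio within library mean plus 5 SD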;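 also: higher score means more depolarization so channel activation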
The depositor's hits bear a star; i = inactive; · = no result given.

structure | TRPC4 PAM | MrgX1 agonist | MrgX1 antagonist | RGS4 inh | TRPC6 inh | MrgX1 allo act | TRPC4 inh | TRPC4 agonist | TMEM16A act | TMEM16A inh | TRPC6 act
Nc1cc2ccccc2oc1=O | i | i | i | i | i | i | i | i | i | i | i
O=C(Cn1ncc2c(=O)oc3ccccc3c21)N1CCc2ccccc2C1 | i | i | i | i | i | i | i | i | i | i | i
CCOc1ccc(S(=O)(=O)N2CCCCCC2)cc1 | i | i | i | i | i | i | i | i | i | i | i
CCn1c(SCC(=O)N/N=C(\C)c2ccco2)nnc1-c1ccccc1 | i | i | i | i | i | i | i | i | i | i | i
CCOc1ccc(C2Sc3ccccc3NC3=C2C(=O)OC3)cc1 (configuration not stated) | i | i | i | i | i | i | i | i | i | i | i
CCCNC(=O)Cc1cc(=O)[nH]c(=O)[nH]1 | i | i | i | i | i | i | i | i | i | i | i
CN1CCN(S(=O)(=O)c2ccc([N+](=O)[O-])cc2)CC1 | i | i | i | i | i | i | i | i | i | i | i
CC1CCCC(C)N1C(=O)c1cc(-c2ccc(Cl)c(Cl)c2)on1 (configuration not stated) | i | i | i | i | i | 7.8* | i | i | i | i | i
Cc1nc(SCC(=O)N2CCN(C(=O)c3ccco3)CC2)c2c(C)c(C)sc2n1 | i | i | i | i | i | i | i | i | · | i | i
COC(=O)c1c(NC(=O)c2nc3ccccc3s2)sc2c1CC(C)(C)NC2(C)C | i | i | i | i | i | i | i | i | i | i | i
N#Cc1ccsc1NC(=O)CSc1nnc(-c2ccccc2)o1 | i | i | i | i | i | i | i | i | i | i | i
CCCn1c(SC(C)C(=O)O)nc2ccccc21 (configuration not stated) | i | i | i | i | i | i | i | i | i | i | i
CCCc1cc(=O)oc2cc(C)cc(OC(C)C(=O)NCCN3CCOCC3)c12 (configuration not stated) | i | i | i | i | i | i | i | i | i | i | i
O=C(NCCc1c[nH]c2ccccc12)c1ccccc1 | i | i | i | i | i | i | i | i | i | i | i
O=C(CCCO)N/N=C/c1cc(Br)ccc1O | i | i | i | i | i | i | i | i | i | i | i
O=c1oc2ccccc2c(Nc2ccc3ncccc3c2)c1[N+](=O)[O-] | i | i | i | i | i | i | i | i | i | i | i
Cc1cc(OC(=O)C(c2ccccc2)c2ccccc2)c([N+](=O)[O-])c(=O)[nH]1 | · | i | i | · | · | i | · | · | i | i | ·
CCc1nccn1S(=O)(=O)c1ccc(OC)c(OC)c1 | i | i | i | i | i | i | i | i | i | i | i
CCOc1cc2c3c(c1)C1(OCCO1)C(=O)N3C(C)(C)CC2C (configuration not stated) | i | i | i | i | i | i | i | i | i | i | i
CC(=O)NNC(=O)c1[nH]c2ccc(Cl)cc2c1-c1ccccc1 | i | i | i | i | i | i | i | i | i | i | i
COc1cc(C(Nc2ccc3c(c2)OCO3)C(=O)NC2CCCCC2)cc(OC)c1OC (configuration not stated) | i | i | i | i | i | i | i | i | i | i | i
Cc1ccc(/C=N/NC(=S)NC2CCS(=O)(=O)C2)cc1 (configuration not stated) | i | i | i | i | i | i | i | i | i | i | i
CCOC(=O)C1CCN(C(=O)C2CCCN2S(=O)(=O)c2ccc(Cl)cc2)CC1 (configuration not stated) | i | i | i | i | i | i | i | i | i | i | i
CCOC(=O)C1CCCN(C(=O)c2cc(COc3ccc(C)nc3)on2)C1 (configuration not stated) | i | i | i | i | i | i | i | i | i | i | i
O=C(CCS(=O)(=O)c1cccc2nonc12)N1CC(=O)N(CCc2ccccc2)C(=O)C1 | i | i | i | i | i | i | i | i | i | i | i
COc1ccc(CCNC(=O)c2ccc(CNc3c(N4CCOCC4)c(=O)c3=O)cc2)cc1OC | i | i | i | i | i | i | i | i | i | i | i
O=C(CSc1nc2ccccc2c(=O)n1CC1CCCO1)NCc1ccccc1 (configuration not stated) | i | i | i | i | i | i | i | i | i | i | i
COc1ccc2c(c1OC)C(=O)N1N=C(c3ccc(-c4ccccc4)cc3)CC21 (configuration not stated) | i | i | i | i | i | i | i | i | i | i | i
O=C(NCc1ccccn1)c1cc(Cl)ccc1OCc1ccccc1 | i | i | i | i | i | 6.9* | i | i | i | i | i
CCC(C)OC(=O)C(C)Oc1ccc(-c2ccccc2)cc1 (configuration not stated) | i | i | i | i | i | i | i | i | i | i | i
O=C(CSc1nc2ccccc2n1S(=O)(=O)c1cccc([N+](=O)[O-])c1)NCc1cccs1 | i | i | i | i | i | i | i | i | i | i | i
CCOC(=O)c1c(C)n(CC(COC(C)=O)OC(C)=O)c2ccc(OC(C)=O)cc12 (configuration not stated) | i | i | i | i | i | i | i | i | i | 25* | i
O=C(c1ccc(-c2cc3ccccc3oc2=O)cc1)N1CCN(c2ccc(Cl)cc2[N+](=O)[O-])CC1 | i | i | i | i | i | i | i | i | i | i | i
CCCn1c(SCC(=O)Nc2cc(S(=O)(=O)N(C)C)ccc2OC)n[nH]c1=O | i | i | i | i | i | i | i | i | i | i | i
O=C(Cc1ccccc1)NC(=S)Nc1ccc(N2CCCCC2)cc1 | i | i | i | i | i | i | i | i | i | i | i
CC1(C)Cc2cccc(OCC(=O)NC3CC3)c2O1 | i | i | i | i | i | i | i | i | i | i | i
Cn1c(=O)c(=O)n(C)c2cc(S(=O)(=O)N3CCN(Cc4ccccc4)CC3)ccc21 | i | i | i | i | i | i | i | i | i | i | i
CCN(CC)C(=S)Nc1ccc(Cl)c(Cl)c1 | i | i | i | i | i | i | i | i | i | i | i
CCN(CC)CCNc1nc2c(c(=O)[nH]c(=O)n2C)n1CCCc1ccccc1 | i | i | i | i | i | i | i | i | i | i | i
COc1ccc2nc(SCC(=O)c3ccco3)[nH]c2c1 | i | i | i | i | i | i | i | i | i | i | i
CCOC(=O)c1cc(CC)sc1/N=C/C1=C(O)CCCC1=O | i | i | i | i | i | i | i | i | i | i | i
COc1cccc(NC(=O)CN(C)C(=O)CNC(=O)c2ccccc2F)c1 | i | i | i | i | i | i | i | i | · | i | i
Cc1ccc(OCC(=O)N/N=C/c2cccc3cccnc23)cc1 | i | i | i | i | i | i | i | i | i | i | i
COc1ccccc1/C=C1\SC(=S)N(CCC(=O)Nc2cccc(O)c2)C1=O | i | i | i | i | i | i | i | i | i | i | i
CC(C)CNC(=O)C1CC(=O)OC12CCCCC2 (configuration not stated) | i | i | i | i | i | i | i | i | i | i | i
c1ccc2nc3c(cc2c1)CCCCCC3 | i | i | i | i | i | i | i | i | i | i | i
N#C/C(=C\c1ccc[nH]1)C(=O)NC1CC1 | i | i | i | i | i | i | i | i | i | i | i
Cc1cccc(NC(=O)CNC(=O)c2ccco2)n1 | i | i | i | i | i | i | i | i | i | i | i
O=P(CCNCc1ccco1)(c1ccccc1)c1ccccc1 | i | i | i | i | i | i | i | i | i | i | i
COc1ccccc1C(OC(=O)c1cccs1)C(=O)NCc1ccco1 (configuration not stated) | i | i | i | i | i | i | i | i | i | i | i
COc1ccc(NC(=O)CCCCC(=O)Nc2ccc(OC)cc2)cc1 | i | i | i | i | i | i | i | i | i | i | i
CCOc1ccc(N(CC(=O)Nc2cccc(F)c2)S(=O)(=O)c2c(C)noc2C)cc1 | i | i | i | i | i | i | i | i | i | i | i
Cc1cccc(OCc2nnc(SCC(=O)Nc3ccc(N4CCOCC4)cc3)o2)c1 | i | i | i | i | i | i | i | i | i | i | i
COc1ccc(C(=O)NCC(=O)OCc2ccc(F)cc2)cc1 | i | i | i | i | i | i | i | i | i | i | i
COc1cc(C(=O)N/N=C/c2ccc(OC(=O)c3cccc(C)c3)cc2)ccc1O | i | i | i | i | i | i | i | i | i | i | i
O=C(c1cc(-c2cccc(O)c2)on1)N1CCCCC1 | i | i | i | i | i | i | i | i | i | i | i
O=C(CCN1C(=O)/C(=C\c2ccccc2Cl)SC1=S)N1CCN(c2ccccc2)CC1 | i | i | i | i | i | i | i | i | i | i | i
Cc1ccccc1NC(=O)NCc1ccc2c(c1)OCO2 | i | i | i | i | i | i | i | i | i | i | i
COc1ccc(OC)c(Nc2cc(-c3ccccc3)nc(N)n2)c1 | i | i | i | i | -5.4* | i | -7* | i | · | i | i
Cc1cc(C)c(S(C)(=O)=O)c(Oc2cccc(C(F)(F)F)c2)n1 | i | i | i | i | i | i | i | i | i | i | i

Continued:
structure | TRPC4 PAM | MrgX1 agonist | MrgX1 antagonist | RGS4 inh | TRPC6 inh | MrgX1 allo act | TRPC4 inh | TRPC4 agonist | TMEM16A act | TMEM16A inh | TRPC6 act
COC(=O)c1cc(CSc2nnc(-c3ccccc3)c(-c3ccccc3)n2)oc1C | i | i | i | i | i | i | i | i | i | i | i
O=C(COC(=O)c1ccccc1Nc1cccc(C(F)(F)F)c1)NCc1ccco1 | i | i | i | i | i | i | i | i | i | i | i
Cc1c(C(=O)OC(C)C(C)C[N+](C)(C)C)oc2ccccc12 (configuration not stated) | i | i | i | i | -7.5* | i | i | i | i | i | i
COc1ccc(C(C(=O)NC2CCCCC2)N(C(=O)CCl)c2ccccc2Cl)cc1 (configuration not stated) | i | i | i | i | i | i | i | i | i | i | i
O=C(COc1ccccc1Cl)N1CCc2ccccc2C1 | i | i | i | i | i | i | i | i | i | i | i
COCCNC(=S)N(CCCN(C)C)Cc1cc2cc3c(cc2[nH]c1=O)OCCO3 | i | i | i | i | i | i | i | i | i | i | i
CCOC(=O)N1CCN(C(=O)CCN2C(=O)c3ccccc3S2(=O)=O)CC1 | i | i | i | i | i | i | i | i | i | i | i
CCOc1ccc(NC(=O)CN(C)C(=O)C2CCCC2)cc1OCC | i | i | i | i | i | i | i | i | i | i | i
COc1ccc(Cl)cc1C(=O)N(Cc1nc(-c2cccc(C)c2)no1)C(C)C | i | i | i | i | i | i | i | i | i | i | i
CCCn1c(Nc2ccc(Cl)cc2)nc2ccccc21 | i | i | i | i | i | i | i | i | i | i | i
